Compound activity from PubChem.
Giardia kill – kills Giardia lamblia. Giardia lamblia trophozoite viability. activity change, % at 7.66 µM, hits read low. hit rate 0.15% among 340,000. AID 540267; in the data active = activity change below about -80%; inconclusive = between about -30% and that limit;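 note: parasites exposed to compound for two days anaerobically before the ATP read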
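Killing of trophozoites was scored by loss of ATP luminescence after a 48 hrs anaerobic exposure to compounds at 37 deg C, using 100 cells per well.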
Eya2 phos inh – blocks the phosphatase activity of human Eya2. O00167. recombinant Eya2, OMFP fluorescence dephosphorylation (OMFP is methylfluorescein phosphate). Potency, µM (series often up to 76.9 µM), for inactives: at the highest dose activity, negative = inhibition, most hits filed as inhibitors. hit rate 0.006% among 330,000. AID 488837; note: potency is the fitted concentration of half-maximal effect
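Eya2 protein (added as 0.2 uM solution) was preincubated with compound for 10 min at ambient temperature in 50 mM HEPES pH 7.5, 50 mM NaCl, 5 uM MgCl2, 0.05% BSA, 1 mM DTT. OMFP (added at 50 uM) then reacted 10 min; fluorescence read at 485/525 nm.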
GALK inh – galactokinase (human) inhibition; P51570; Purified GALK, Kinase-Glo residual ATP luminescence; Potency, µM (highest dose often 57.5 µM), inactives show top-dose activity change, negative = inhibition, most hits filed as inhibitors; hit rate 0.007% among 270,000; AID 1868; note: potency is the fitted concentration of half-maximal effect
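The enzyme phosphorylates galactose (100 uM) using ATP (35 uM); inhibition is detected as higher residual ATP, quantified by bioluminescence after 1 h reaction at room temperature, pH 8.0.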
BCR signal inh – chronic active BCR signaling inhibition; hit rate 0.05% among 340,000; Potency, µM (highest dose often 46.1 µM), for the others: at the top dose ratio change, negative = lower green/red ratio, usual class: inhibitors; ABC-DLBCL IkBa-CBG/CBR reporter, luminescence ratio, 4 h; AID 493014; active = well fitted inhibition curve with a large enough effect in the signal ratio, with a control signal flat, not every such curve was filed as active; inconclusive = small, poorly fitted or top-dose-only effect, or effect the other way, or a change in a side signal; the % refers to the signal ratio;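 note: potency is the fitted concentration of half-maximal effect; plate controls were basal doxycycline-induced cells for no effect and cells given 10 µM MG132 for full effect; MG132 reads +100%, hits lower the ratio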
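Concentration-response series (up to 46 uM) were applied to TMD8 dual-reporter cells for 4 h at 37C with doxycycline. Green/red ratio, after filter-overlap correction, defined %Activity; red signal alone was normalised to basal cells and zero luminescence.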
PKM2 act – PKM2 (human) enzyme activation; P14618; purified PKM2, Kinase-Glo ATP luminescence, activation; response scale: 0% is enzyme alone, no compound; Potency, µM (top dose mostly 57.5 µM), without a hit: at the highest dose activation, hits mostly activators; hit rate 0.34% among 260,000; note: potency is the fitted concentration of half-maximal effect; nearly all actives have a fitted effect of over 55% in size
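Purified hPK-M2 (>95% pure) converted ADP (0.1 mM final) to ATP with 0.5 mM PEP in 50 mM imidazole pH7.2, KCl, MgCl2, Tween 20, BSA; 1 h at room temperature. ATP detected by Kinase-Glo luminescence.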
B2AR arrestin – beta2AR (human) beta-arrestin recruitment activity; P07550; beta-arrestin recruitment to beta2AR, cell-based reporter; Potency, µM (series often up to 46.1 µM), for the others: top-dose activation, actives largely listed as activators; hit rate 0.02% among 330,000;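 note: potency is the fitted concentration of half-maximal effect; 0% = DMSO controls and full agonism = EC100 isoproterenol or metaproterenol; nearly all actives have a fitted effect of over 65% in size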
hERG WT inh – blocks the wildtype human KCNH2 potassium channel. Q12809. U2OS, BacMam KCNH2, thallium flux FluxOr; stronger effect = lower value. activity change, % at 1.84 µM. hit rate 0.37% among 340,000. AID 720551;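 active = maximum activity change below -70%; inconclusive = maximum activity change between -70% and -50%; inactive = maximum activity change above -50%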
Target sequence (Q12809 whole entry, looked up): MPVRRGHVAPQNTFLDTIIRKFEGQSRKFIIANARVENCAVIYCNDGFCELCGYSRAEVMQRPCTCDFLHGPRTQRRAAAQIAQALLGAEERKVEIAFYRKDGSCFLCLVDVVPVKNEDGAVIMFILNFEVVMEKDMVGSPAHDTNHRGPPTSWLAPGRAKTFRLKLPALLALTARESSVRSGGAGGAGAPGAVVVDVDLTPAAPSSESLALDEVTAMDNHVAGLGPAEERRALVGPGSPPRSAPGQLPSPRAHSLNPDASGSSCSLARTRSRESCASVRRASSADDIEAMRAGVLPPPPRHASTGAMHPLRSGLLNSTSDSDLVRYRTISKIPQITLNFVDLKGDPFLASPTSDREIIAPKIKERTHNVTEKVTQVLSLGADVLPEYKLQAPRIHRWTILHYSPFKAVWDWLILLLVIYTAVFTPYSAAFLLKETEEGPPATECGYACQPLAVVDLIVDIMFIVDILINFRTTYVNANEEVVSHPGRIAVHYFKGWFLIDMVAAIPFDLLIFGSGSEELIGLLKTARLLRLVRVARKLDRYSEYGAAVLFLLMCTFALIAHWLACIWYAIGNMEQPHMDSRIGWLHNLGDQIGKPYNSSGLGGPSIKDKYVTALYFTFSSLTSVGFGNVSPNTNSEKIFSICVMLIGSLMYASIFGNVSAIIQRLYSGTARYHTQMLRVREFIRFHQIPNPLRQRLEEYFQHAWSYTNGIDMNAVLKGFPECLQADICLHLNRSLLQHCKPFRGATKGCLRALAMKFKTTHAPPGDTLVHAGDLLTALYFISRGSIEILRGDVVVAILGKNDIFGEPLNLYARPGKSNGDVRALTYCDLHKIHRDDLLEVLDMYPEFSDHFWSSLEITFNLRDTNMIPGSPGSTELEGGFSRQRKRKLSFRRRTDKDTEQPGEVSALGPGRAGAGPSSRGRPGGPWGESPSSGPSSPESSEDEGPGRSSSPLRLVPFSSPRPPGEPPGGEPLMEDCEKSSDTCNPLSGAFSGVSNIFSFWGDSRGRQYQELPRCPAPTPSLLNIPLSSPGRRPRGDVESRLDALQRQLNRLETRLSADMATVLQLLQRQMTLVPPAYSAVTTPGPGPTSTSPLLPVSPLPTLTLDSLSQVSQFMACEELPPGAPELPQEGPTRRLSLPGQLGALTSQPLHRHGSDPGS
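U2OS cells transduced with wild-type KCNH2 virus are loaded with FluxOr dye for 45 min, and thallium flux is measured in kinetic reads before and after stimulation buffer. Rate constants are normalized to DMSO controls.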
uPA surface inh – inhibitors of cell surface uPA generation; Potency, µM (series often up to 38.3 µM), inactives show at the highest dose activity change, negative = inhibition, hits mostly inhibitors; hit rate 0.31% among 330,000; cell surface uPA generation assay, qHTS; active = well fitted inhibition curve with a large enough effect; inconclusive = small, poorly fitted or top-dose-only effect; inactive = no such curve, though single readings can be large or run the other way; tested in mouse RAW 264.7 cells; note: potency is the fitted concentration of half-maximal effect; nearly all actives have a fitted effect of over 55% in size
Coupling enz – inhibits coupling enzyme system, counter-screen for aldolase hits; coupling enzyme system counterscreen, AmpLite Red fluorescence; activity change, negative = inhibition, % at 58.2 µM, hits read low; hit rate 0.67% among 290,000; AID 2472; in the data active = activity change below about -30%
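Activity here indicates interference with the coupling reaction, not aldolase inhibition. Compounds at 57.5 uM final met coupling enzymes for 10 min at RT; substrate and AmpLite Red detection followed, with a 525/598 nm fluorescence read after 20 min.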
USP2a inh – blocks human ubiquitin-specific protease USP2a; Potency, µM (series often up to 38.3 µM), for inactives: at the highest dose activity change, negative = inhibition, actives largely listed as inhibitors; AID 463254; USP2 core, Ub-CHOP2 coupled fluorogenic reporter, 485/531; hit rate 0.01% among 330,000; O75604;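 note: potency is the fitted concentration of half-maximal effect; plate controls were DMSO wells for no effect and full inhibition by NEM control for full effect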
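Deubiquitinase activity read as fluorescence (485/531 nm) after Ub-CHOP2 cleavage activates the enterokinase reporter on its substrate; USP2 core 10nM, Ub-CHOP2 and substrate 25nM each, 30min compound preincubation then 60min RT; data normalized to NEM, curves fitted.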
KCNH2 3.1 block – blocks the human KCNH2 3.1 channel isoform | U2OS KCNH2 3.1, thallium flux FluxOr; stronger effect = lower value | activity change, % (tested at about 1.8 µM) | hit rate 0.95% among 340,000 | AID 720553;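 active = maximum activity change below -70%; inconclusive = maximum activity change from -70% to -50%; inactive = maximum activity change above -50%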;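 note: thallium influx rate constant from kinetic fluorescence after stimulation buffer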
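Thallium flux via FluxOr fluorescence (Red40 quencher, 45 min loading) in U2OS cells virally expressing the KCNH2 3.1 isoform (1.77 x 10^8 /mL virus, overnight at 37 C). Rate constants from 2-min kinetic reads post-stimulation, normalised to positive and negative controls.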
* = called active by the depositor. Unless noted, calls come from the whole dose curve; as a rule, active = well fitted curve in the direction sought with a large enough effect; inconclusive = small, poorly fitted or top-dose-only effect, or another doubt; inactive = no such curve, though single readings can be large; an effect the other way counts as inactive or inconclusive. Unless noted, % is set by controls: 0 for no effect and ±100 for the full control effect.

For O=C(COC(=O)CNC(=O)c1ccccc1F)Nc1nnc(-c2ccccc2)o1 the results were Giardia kill -17, Eya2 phos inh 3%, BCR signal inh -24%, B2AR arrestin -0.2%, hERG WT inh -36, uPA surface inh 7%, USP2a inh 0% and KCNH2 3.1 block -3.
For CCOCCCn1c(=S)[nH]c2cc(C(=O)N3CCC(C(N)=O)(N4CCCCC4)CC3)ccc2c1=O the results were Giardia kill -2, Eya2 phos inh -1%, GALK inh 0%, BCR signal inh -4%, PKM2 act 6%, B2AR arrestin -0.1%, hERG WT inh 2, uPA surface inh -11%, Coupling enz 2, USP2a inh 3% and KCNH2 3.1 block -4.
For CCOc1cc(/C=N/NC(=O)c2cc(-c3ccccc3)nc3ccccc23)ccc1O the results were Giardia kill 2, Eya2 phos inh -1%, GALK inh -7%, BCR signal inh inconclusive, B2AR arrestin -0.7%, hERG WT inh -6, uPA surface inh -17%, Coupling enz 1, USP2a inh 0% and KCNH2 3.1 block -11.
Screening COc1ccc(S(=O)(=O)n2[nH]c(=O)c(CCO)c2C)cc1 returned Giardia kill 1, Eya2 phos inh 17%, GALK inh 4%, BCR signal inh 2%, PKM2 act 0%, B2AR arrestin 0.2%, hERG WT inh -18, uPA surface inh 3%, Coupling enz 0, USP2a inh 1% and KCNH2 3.1 block 9.
Screening COc1ccccc1N1CCN(C2CCCN(C(=O)CCc3c(C)noc3C)C2)CC1 (configuration not stated) returned Giardia kill 5, Eya2 phos inh 6%, GALK inh 9%, BCR signal inh -11%, PKM2 act -2%, B2AR arrestin 0.4%, hERG WT inh 4, uPA surface inh 6%, Coupling enz -1, USP2a inh -2% and KCNH2 3.1 block 6.
For COCCn1c(=O)[nH]c2cc(C(=O)N3CCN(c4cccc(Cl)c4)CC3)ccc2c1=O the results were Giardia kill -12, Eya2 phos inh -2%, GALK inh -1%, BCR signal inh 12%, B2AR arrestin -0.1%, hERG WT inh 7, uPA surface inh -4%, Coupling enz -2, USP2a inh -4% and KCNH2 3.1 block 3.
Screening CN(C1CCCCC1)S(=O)(=O)CCNC(=O)c1ccccc1 returned Giardia kill -8, Eya2 phos inh -5%, BCR signal inh 9%, B2AR arrestin 0.4%, hERG WT inh -7, uPA surface inh 0%, USP2a inh 2% and KCNH2 3.1 block 5.
For Cc1nc(N2CCCC2C(=O)O)c2oc3ccccc3c2n1 (configuration not stated) the results were Giardia kill 1, Eya2 phos inh 20%, GALK inh 1%, BCR signal inh 0%, PKM2 act -4%, B2AR arrestin 0.0%, hERG WT inh 2, uPA surface inh 0%, Coupling enz 0, USP2a inh 0% and KCNH2 3.1 block 6.
Screening CCN(CC)c1ccc(-c2nnc(SCC(=O)N(CCOC)c3c(N)n(CC(C)C)c(=O)[nH]c3=O)o2)cc1 returned Giardia kill 8, Eya2 phos inh inconclusive, BCR signal inh -2%, B2AR arrestin 5.0%, hERG WT inh -6, uPA surface inh -6%, USP2a inh -1% and KCNH2 3.1 block 9.
Cc1cccc2c(CCNC(=O)c3ccc([N+](=O)[O-])cc3)c[nH]c12 was read as Giardia kill 5, Eya2 phos inh 0%, BCR signal inh 5%, PKM2 act 5%, B2AR arrestin -0.5%, hERG WT inh 11, uPA surface inh -5%, Coupling enz 1, USP2a inh 0% and KCNH2 3.1 block 6.
For CN1CCOC(=O)/C1=N/Nc1cc(Cl)ccc1Cl the results were Giardia kill inconclusive, Eya2 phos inh 1%, GALK inh 1%, BCR signal inh -1%, PKM2 act 0%, B2AR arrestin -0.3%, hERG WT inh -18, uPA surface inh -1%, Coupling enz 1, USP2a inh 1% and KCNH2 3.1 block 11.
`Cc1ccc(S(=O)(=O)N2CCCCC2)cc1NC(=O)Cn1ncc(Cl)c(Cl)c1=O` gave Giardia kill -9, Eya2 phos inh 3%, BCR signal inh inconclusive, B2AR arrestin -0.2%, hERG WT inh 5, uPA surface inh inconclusive, USP2a inh 0% and KCNH2 3.1 block -1.
For O=C(O)CCC(=O)N1N=C(c2ccco2)CC1c1cccs1 (configuration not stated) the results were Giardia kill 10, Eya2 phos inh 1%, GALK inh 1%, BCR signal inh -1%, PKM2 act -2%, B2AR arrestin -0.8%, hERG WT inh -12, uPA surface inh 10%, Coupling enz 8, USP2a inh 2% and KCNH2 3.1 block 2.
For COc1cccc(Nc2nc(=O)[nH]nc2C)c1 the results were Giardia kill -2, Eya2 phos inh -15%, GALK inh 0%, BCR signal inh -1%, PKM2 act -4%, B2AR arrestin -0.1%, hERG WT inh 13, uPA surface inh 0%, Coupling enz -1, USP2a inh 4% and KCNH2 3.1 block -19.
`COc1ccc(N2CCC(CNC(=O)Nc3ccc(OC)cc3OC)C2)cc1` (configuration not stated) gave Giardia kill 4, Eya2 phos inh 2%, GALK inh 2%, BCR signal inh 14%, PKM2 act 0%, B2AR arrestin 0.2%, hERG WT inh -5, uPA surface inh 4%, Coupling enz -31*, USP2a inh 2% and KCNH2 3.1 block 7.
For CCOC(=O)c1c(-c2ccccc2)csc1NC(=S)N(CC)CC the results were Giardia kill 7, Eya2 phos inh 2%, GALK inh 0%, BCR signal inh 11%, PKM2 act 0%, B2AR arrestin 0.4%, hERG WT inh 1, uPA surface inh -3%, Coupling enz 1, USP2a inh -8% and KCNH2 3.1 block -2.
COc1cc(/C=C/C(=O)Nc2ccc(C(C)=O)cc2)cc(OC)c1OC was read as Giardia kill 3, Eya2 phos inh 8%, GALK inh 2%, BCR signal inh inconclusive, PKM2 act 0%, B2AR arrestin -0.7%, hERG WT inh 0, uPA surface inh 3%, Coupling enz 0, USP2a inh 2% and KCNH2 3.1 block -9.
`COc1ccc(N2C(=O)C3ON(C4SC(=S)N(C)C4(C)C)C(c4ccc(Cl)cc4)C3C2=O)cc1` (configuration not stated) gave Giardia kill 8, Eya2 phos inh -1%, GALK inh 0%, BCR signal inh 11%, PKM2 act -17%, B2AR arrestin -0.2%, hERG WT inh -2, uPA surface inh 5%, Coupling enz -1, USP2a inh 1% and KCNH2 3.1 block 9.
`CCOc1ccc(S(=O)(=O)NCCC(=O)N(C)CC(=O)Nc2ccc(N3CCOCC3)cc2)cc1` gave Giardia kill -4, Eya2 phos inh -14%, BCR signal inh 5%, B2AR arrestin -0.3%, hERG WT inh 0, uPA surface inh -4%, USP2a inh 0% and KCNH2 3.1 block -13.
Screening COc1ccc(CNC(=O)CSc2nnc(C3CC3)n2C2CC2)cc1 returned Giardia kill 10, Eya2 phos inh -6%, BCR signal inh 5%, B2AR arrestin 3.0%, hERG WT inh 35, uPA surface inh 2%, USP2a inh 0% and KCNH2 3.1 block 0.
`O=C(NC1CCOc2ccccc21)c1ccc(Cl)nc1` (configuration not stated) gave Giardia kill 13, Eya2 phos inh -3%, GALK inh 11%, BCR signal inh -13%, PKM2 act -1%, B2AR arrestin 0.2%, hERG WT inh 16, uPA surface inh -4%, Coupling enz 3, USP2a inh 2% and KCNH2 3.1 block -8.
For N=c1c(-c2nc3ccccc3[nH]2)cc(C(=O)c2cccs2)nn1-c1ccccc1 the results were Giardia kill 4, Eya2 phos inh -29%, GALK inh 2%, BCR signal inh inconclusive, PKM2 act -1%, B2AR arrestin -0.1%, hERG WT inh -10, uPA surface inh -1%, Coupling enz 3, USP2a inh -16% and KCNH2 3.1 block inconclusive.
CCOc1ccc(NS(=O)(=O)c2ccc3c(c2)N(C(C)=O)CC3)cc1 was read as Giardia kill 0, Eya2 phos inh 5%, GALK inh 5%, BCR signal inh -2%, PKM2 act -5%, B2AR arrestin -0.3%, hERG WT inh 3, uPA surface inh -1%, Coupling enz 2, USP2a inh 0% and KCNH2 3.1 block 8.
For CC(C)NS(=O)(=O)c1ccc(OCC(=O)NCC2CCCO2)c(Cl)c1 (configuration not stated) the results were Giardia kill -3, Eya2 phos inh 6%, GALK inh -1%, BCR signal inh 6%, PKM2 act -9%, B2AR arrestin -0.2%, hERG WT inh -2, Coupling enz -2, USP2a inh 4% and KCNH2 3.1 block -15.
For COc1cc(/C=N/NC(=O)c2ccc(O)cc2)ccc1Oc1ccc([N+](=O)[O-])cn1 the results were Giardia kill -1, Eya2 phos inh -4%, GALK inh -6%, BCR signal inh inconclusive, PKM2 act 2%, B2AR arrestin 0.2%, hERG WT inh -4, uPA surface inh -1%, Coupling enz 1, USP2a inh 0% and KCNH2 3.1 block -10.

Pulled one by one from the entries so far (2):
For COc1cc(/C=N/NC(=O)c2ccc(O)cc2)ccc1Oc1ccc([N+](=O)[O-])cn1 the results were Giardia kill -1, Eya2 phos inh -4%, GALK inh -6%, BCR signal inh inconclusive, PKM2 act 2%, B2AR arrestin 0.2%, hERG WT inh -4, uPA surface inh -1%, Coupling enz 1, USP2a inh 0% and KCNH2 3.1 block -10.
Screening CN(C1CCCCC1)S(=O)(=O)CCNC(=O)c1ccccc1 returned Giardia kill -8, Eya2 phos inh -5%, BCR signal inh 9%, B2AR arrestin 0.4%, hERG WT inh -7, uPA surface inh 0%, USP2a inh 2% and KCNH2 3.1 block 5.
